Screening data from PubChem BioAssay.
mHTT-CaM PPI inh: mutant huntingtin-calmodulin interaction inhibitors – biochemical, AlphaScreen, primary screen. inhibition, % at 15 µM. AlphaScreen His-mHTT/GST-CaM binding, luminescence. hit rate 3.6% among 190,000. AID 1671202, 2021;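 also: 0% = both proteins with DMSO and 100% = one protein alone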
Target sequence (P42858 whole entry, looked up, stated change not applied): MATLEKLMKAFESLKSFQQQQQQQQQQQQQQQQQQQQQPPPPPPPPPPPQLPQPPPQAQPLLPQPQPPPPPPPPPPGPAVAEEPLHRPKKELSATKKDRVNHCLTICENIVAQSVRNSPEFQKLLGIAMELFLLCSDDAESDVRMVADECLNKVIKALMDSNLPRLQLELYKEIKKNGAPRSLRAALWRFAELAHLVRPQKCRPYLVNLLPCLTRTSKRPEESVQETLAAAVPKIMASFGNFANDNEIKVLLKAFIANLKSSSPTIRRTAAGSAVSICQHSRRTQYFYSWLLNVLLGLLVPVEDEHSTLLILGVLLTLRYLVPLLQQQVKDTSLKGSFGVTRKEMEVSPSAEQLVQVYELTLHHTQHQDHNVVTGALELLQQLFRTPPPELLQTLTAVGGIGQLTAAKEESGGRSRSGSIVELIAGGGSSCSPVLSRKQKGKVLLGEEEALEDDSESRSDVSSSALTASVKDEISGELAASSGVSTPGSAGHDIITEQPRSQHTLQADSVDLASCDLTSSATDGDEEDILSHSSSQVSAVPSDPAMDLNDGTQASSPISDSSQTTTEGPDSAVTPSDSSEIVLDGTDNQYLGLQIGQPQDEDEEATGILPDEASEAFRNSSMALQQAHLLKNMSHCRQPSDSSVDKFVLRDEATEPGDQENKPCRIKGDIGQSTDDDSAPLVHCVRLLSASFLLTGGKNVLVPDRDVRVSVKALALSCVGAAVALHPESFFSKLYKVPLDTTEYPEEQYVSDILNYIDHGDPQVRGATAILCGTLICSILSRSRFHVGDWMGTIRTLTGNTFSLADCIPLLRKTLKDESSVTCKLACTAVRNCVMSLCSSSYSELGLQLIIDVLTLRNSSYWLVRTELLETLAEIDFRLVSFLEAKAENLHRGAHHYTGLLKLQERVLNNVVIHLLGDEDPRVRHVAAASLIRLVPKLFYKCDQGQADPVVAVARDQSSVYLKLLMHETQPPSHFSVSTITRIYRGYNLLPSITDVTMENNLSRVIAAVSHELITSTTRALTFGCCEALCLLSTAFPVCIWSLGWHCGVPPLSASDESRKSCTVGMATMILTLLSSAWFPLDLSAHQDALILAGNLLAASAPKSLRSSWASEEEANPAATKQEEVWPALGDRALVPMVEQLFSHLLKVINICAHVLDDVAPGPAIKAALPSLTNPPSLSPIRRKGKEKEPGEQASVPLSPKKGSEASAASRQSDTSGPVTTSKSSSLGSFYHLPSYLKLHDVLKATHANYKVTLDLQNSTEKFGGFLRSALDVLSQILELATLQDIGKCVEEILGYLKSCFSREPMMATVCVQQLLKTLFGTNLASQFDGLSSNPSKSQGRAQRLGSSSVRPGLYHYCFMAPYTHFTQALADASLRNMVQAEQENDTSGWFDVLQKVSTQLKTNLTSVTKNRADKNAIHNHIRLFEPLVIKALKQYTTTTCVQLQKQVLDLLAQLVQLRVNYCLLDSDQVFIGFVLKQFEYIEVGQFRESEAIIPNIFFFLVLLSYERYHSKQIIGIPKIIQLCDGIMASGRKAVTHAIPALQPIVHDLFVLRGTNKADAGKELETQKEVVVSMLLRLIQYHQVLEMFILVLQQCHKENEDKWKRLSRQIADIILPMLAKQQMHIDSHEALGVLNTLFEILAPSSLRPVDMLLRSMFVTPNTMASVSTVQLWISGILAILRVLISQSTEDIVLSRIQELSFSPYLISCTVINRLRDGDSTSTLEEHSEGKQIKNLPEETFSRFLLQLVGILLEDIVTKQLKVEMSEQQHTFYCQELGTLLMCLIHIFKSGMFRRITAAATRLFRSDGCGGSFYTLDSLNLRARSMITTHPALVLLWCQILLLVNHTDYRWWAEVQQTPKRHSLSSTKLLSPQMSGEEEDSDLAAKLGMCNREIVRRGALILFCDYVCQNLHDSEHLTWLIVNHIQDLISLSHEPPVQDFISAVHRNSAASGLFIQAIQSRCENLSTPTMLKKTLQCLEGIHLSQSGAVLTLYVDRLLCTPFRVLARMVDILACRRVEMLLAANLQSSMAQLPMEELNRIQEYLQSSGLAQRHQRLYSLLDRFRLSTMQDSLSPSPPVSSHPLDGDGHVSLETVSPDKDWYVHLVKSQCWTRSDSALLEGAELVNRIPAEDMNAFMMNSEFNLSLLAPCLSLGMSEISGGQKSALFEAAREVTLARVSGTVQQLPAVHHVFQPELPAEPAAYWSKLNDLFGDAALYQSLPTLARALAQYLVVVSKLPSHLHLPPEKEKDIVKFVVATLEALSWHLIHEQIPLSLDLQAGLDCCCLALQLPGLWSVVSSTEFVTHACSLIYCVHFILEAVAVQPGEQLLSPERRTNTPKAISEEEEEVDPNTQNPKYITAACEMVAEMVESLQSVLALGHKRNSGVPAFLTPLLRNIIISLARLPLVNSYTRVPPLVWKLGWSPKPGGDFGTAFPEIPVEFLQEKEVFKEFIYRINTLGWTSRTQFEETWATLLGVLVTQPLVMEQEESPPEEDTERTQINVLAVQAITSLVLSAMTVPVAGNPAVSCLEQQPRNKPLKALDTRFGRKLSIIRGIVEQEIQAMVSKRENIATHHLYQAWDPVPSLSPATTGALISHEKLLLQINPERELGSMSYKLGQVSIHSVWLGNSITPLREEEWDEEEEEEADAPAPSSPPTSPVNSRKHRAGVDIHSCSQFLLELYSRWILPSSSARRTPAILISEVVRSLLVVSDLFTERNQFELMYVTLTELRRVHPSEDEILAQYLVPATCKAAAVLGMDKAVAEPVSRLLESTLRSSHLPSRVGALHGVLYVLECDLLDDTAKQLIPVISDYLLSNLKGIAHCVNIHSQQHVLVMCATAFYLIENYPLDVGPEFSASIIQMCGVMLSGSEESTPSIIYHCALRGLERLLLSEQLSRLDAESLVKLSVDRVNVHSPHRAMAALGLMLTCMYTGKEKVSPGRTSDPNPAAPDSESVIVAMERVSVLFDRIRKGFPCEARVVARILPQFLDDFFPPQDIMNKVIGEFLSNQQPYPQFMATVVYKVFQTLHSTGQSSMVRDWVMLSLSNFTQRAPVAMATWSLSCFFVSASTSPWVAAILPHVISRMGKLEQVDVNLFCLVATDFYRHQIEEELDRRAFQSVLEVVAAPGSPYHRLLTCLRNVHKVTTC
Pf apPOL block: Pf-apPOL inhibitors, biochemical, fluorescence; inhibition, % at 10 µM; Plasmodium falciparum apicoplast DNA polymerase (apPOL); AID 1794808, 2022; Recombinant Pf-apPOL, molecular beacon fluorescence, 1.5 h; hit rate 0.25% among 210,000
* = called active by the depositor; & = joins results of further samples. Rule as the data show it: active = inhibition above about 50%; inactive = the rest.

`COc1ccc(S(=O)(=O)NCCC(=O)N2CCC3(CC2)OCCO3)cc1` gave mHTT-CaM PPI inh 1 and Pf apPOL block 5.
Screening COc1ccc(CCC(=O)Nc2nc(CN3CCc4ccccc4C3)cs2)cc1 returned mHTT-CaM PPI inh 8 and Pf apPOL block -5.
`CCOc1ccc(C2C3=C(CCCC3=O)Nc3nc(-c4cccc(Cl)c4)nn32)cc1` (stereo unspecified) gave mHTT-CaM PPI inh 43 and Pf apPOL block -1.
For CC1CCc2oc3ccc(NS(=O)(=O)c4cccs4)cc3c2C1 (stereo unspecified) the results were mHTT-CaM PPI inh 23 and Pf apPOL block -8.
COc1ccccc1Nc1ncc(C(=O)N(C)Cc2ccccc2)c2ccccc12 was read as mHTT-CaM PPI inh -67 and Pf apPOL block -8.
Screening Cn1nc(C(=O)NCc2ccc(F)cc2)c2c1CCN(C(=O)c1ccc(F)cc1)C2 returned mHTT-CaM PPI inh -6 and Pf apPOL block -4.
`Cc1ccc(-n2c(SCc3ccccc3)nc(O)cc2=O)cc1` gave mHTT-CaM PPI inh 26 and Pf apPOL block -1.
NC(=O)C1CCN(CC(=O)N2N=C(c3ccc(F)cc3)CC2c2ccccc2)CC1 (stereo unspecified) was read as mHTT-CaM PPI inh 16 and Pf apPOL block 4.
`O=C(c1ccc(Br)o1)N1CCC(c2nnc(-c3ccco3)s2)CC1` gave mHTT-CaM PPI inh -8 and Pf apPOL block -3.
`CC(C)c1ccc(C(=O)N2CCCC2COc2ccc(C(=O)N3CCOCC3)cc2)cc1` (stereo unspecified) gave mHTT-CaM PPI inh 10 and Pf apPOL block 52*.
For CCn1c(SCc2ccccc2)nnc1-c1ccncc1 the results were mHTT-CaM PPI inh -5 and Pf apPOL block 2.
`CC(C)C(=O)Oc1ccc2c(=O)c(-c3ccc(Cl)cc3)coc2c1` gave mHTT-CaM PPI inh -7 and Pf apPOL block -16.
For CCc1nc2c(c(=O)n1CC(=O)NCCC(C)C)CN(Cc1ccccc1)CC2 the results were mHTT-CaM PPI inh 4 and Pf apPOL block 6.
For CCC1=NN(S(=O)(=O)c2ccccc2)C(O)(C(F)(F)F)C1 (stereo unspecified) the results were mHTT-CaM PPI inh -5 and Pf apPOL block 3.
For Cc1cc(NC(=O)c2cccs2)n(-c2nc3ccccc3n2C)n1 the results were mHTT-CaM PPI inh 3 and Pf apPOL block -3.
`COc1ccc(CN=c2oc3c(C)ncc(CO)c3cc2C(=O)Nc2ccc(F)cc2F)cc1` gave mHTT-CaM PPI inh 5 and Pf apPOL block -1.
`CCC1=NN(C(=O)c2cccc(C)c2)C(O)(c2ccc(Br)cc2)C1` (stereo unspecified) gave mHTT-CaM PPI inh 31 and Pf apPOL block 0.
For COC(=O)[C@H](C(C)C)N(CCc1cn(CC2CCCCC2)nn1)S(=O)(=O)c1ccc(F)cc1Br the results were mHTT-CaM PPI inh -3 and Pf apPOL block -2.
`COc1ccc(NC(=O)CSc2nc3nc(C)c(Cc4ccc(C)cc4)c(C)n3n2)cc1OC` gave mHTT-CaM PPI inh 22 and Pf apPOL block -12.
For O=C(Nc1ccc(Cn2cncn2)cc1)C1CCCCC1 the results were mHTT-CaM PPI inh -4 and Pf apPOL block 5.
COc1cc(Cl)c(C)cc1NC(=O)c1cccc(Br)c1 was read as mHTT-CaM PPI inh -47&-25 and Pf apPOL block -8&4.
`COc1ccc(CNC(=O)c2cccc(C3CCCN(C(=O)NC(C)C)C3)c2)c(OC)c1` (stereo unspecified) gave mHTT-CaM PPI inh 18 and Pf apPOL block -2.
O=[N+]([O-])c1cccc(C2=CC(c3ccccc3F)n3nnnc3N2)c1 (stereo unspecified) was read as mHTT-CaM PPI inh 18 and Pf apPOL block -3.
Screening CN(C)CCNC(=O)C1CCCN(C(=O)Cc2cccc3ccccc23)C1 (stereo unspecified) returned mHTT-CaM PPI inh -6 and Pf apPOL block -6.
Cc1cccc2sc(NC(=O)CN(C)S(=O)(=O)c3ccc(Br)s3)nc12 was read as mHTT-CaM PPI inh 92* and Pf apPOL block 1.
Cc1cc(Sc2nc(C)cc(C)c2C#N)nc(N)n1 was read as Pf apPOL block -7.
`Cc1c(C(=O)Nc2ccc3oc(-c4cccnc4)nc3c2)sc2ccccc12` gave mHTT-CaM PPI inh 8 and Pf apPOL block 11.
COC(=O)C[C@H]1c2cc(F)ccc2S(=O)(=O)N1c1ccccc1 was read as mHTT-CaM PPI inh 8 and Pf apPOL block -1.
Cc1nc(-c2ccc(C(=O)N3CCCc4ccccc43)cc2)cs1 was read as mHTT-CaM PPI inh -2 and Pf apPOL block -3.
For Cc1noc(C)c1C(=O)ON=C(N)COc1ccc(-c2nnco2)cc1 the results were Pf apPOL block 2.
Screening C=C1C2(C(=O)Nc3cccc(Cl)c3)CCC(C2)C1(C)C (stereo unspecified) returned mHTT-CaM PPI inh -23 and Pf apPOL block 3.
`COCCCN1C(=O)c2ccc(C(=O)Nc3cccc(Cl)c3C)cc2C1=O` gave mHTT-CaM PPI inh 2 and Pf apPOL block 0.
COc1ccc(N2CCN(S(=O)(=O)c3cccc4cccnc34)CC2)cc1 was read as mHTT-CaM PPI inh 32&15 and Pf apPOL block -5&-4.
COc1cccc(OCC(=O)NCC2(O)CCCC2)c1 was read as mHTT-CaM PPI inh -4 and Pf apPOL block -4.
For O=C(NN1CCCCC1)c1ccc(-c2ccccc2)cc1 the results were mHTT-CaM PPI inh -3 and Pf apPOL block 4.
CSc1ccccc1C(=O)NCC1CCN(C(=O)COc2ccccc2)CC1 was read as mHTT-CaM PPI inh -2 and Pf apPOL block -4.
For Cc1cc(-c2ccccc2)nc(SCc2cn3c(C)cc(C)nc3n2)n1 the results were mHTT-CaM PPI inh 22 and Pf apPOL block -13.
CC(Oc1ccccc1)C(=O)Nc1ccc(S(N)(=O)=O)cc1 (stereo unspecified) was read as mHTT-CaM PPI inh 0 and Pf apPOL block -8.
Screening CCOc1ccc(S(=O)(=O)N2CC(=O)Nc3ccccc32)cc1 returned mHTT-CaM PPI inh -2 and Pf apPOL block -2.
CCC(=O)Nc1ccc(-c2nc3ncccc3o2)cc1 was read as mHTT-CaM PPI inh 3 and Pf apPOL block -1.
For Cc1ncc(CO)c2cc(C(N)=O)c(=Nc3ccc(Oc4ccccc4)cc3)oc12 the results were mHTT-CaM PPI inh 9 and Pf apPOL block -3.
Screening COCc1noc2c1C(c1ccc(F)cc1)C(C#N)=C(N)N2 (stereo unspecified) returned mHTT-CaM PPI inh -6 and Pf apPOL block 6.
`CCCCSc1nnc2c(n1)OC(c1cccnc1)Nc1ccccc1-2` (stereo unspecified) gave mHTT-CaM PPI inh 5 and Pf apPOL block 2.
Screening C=CC[C@H](N)C(=O)O returned Pf apPOL block 10.
Screening Cc1cccc(NC(=O)Nc2ccc3c(c2)CCN3S(C)(=O)=O)c1 returned mHTT-CaM PPI inh 23 and Pf apPOL block -2.
Screening O=C1CCC[C@H]2Cc3nc4cccc(Cl)c4cc3C[C@]23CCCN13 returned mHTT-CaM PPI inh -23 and Pf apPOL block 0.
CC(C)(C)n1nc2c(c1NC(=O)C1CCCC1)CS(=O)C2 (stereo unspecified) was read as mHTT-CaM PPI inh -3 and Pf apPOL block -6.
`CN1OCC(S(=O)(=O)NC(C)(C)C)C1c1cccc(C(F)(F)F)c1` (stereo unspecified) gave mHTT-CaM PPI inh -3 and Pf apPOL block -1.
Cc1nc(-c2ccc(C(=O)NC(C)(C)C)c(F)c2)no1 was read as mHTT-CaM PPI inh -8 and Pf apPOL block -4.
Screening CCOC(=O)C1CCN(c2ccccc2CN2CCN(c3ncc(C(F)(F)F)cc3Cl)CC2)CC1 returned Pf apPOL block -1.
CC(C)CC(NC(=O)/C(=C/c1ccc2c(c1)OCO2)NC(=O)c1ccco1)C(=O)O (stereo unspecified) was read as mHTT-CaM PPI inh -1 and Pf apPOL block 2.
Screening OC(CN1CCN(c2ccccc2)CC1)Cn1c2ccccc2c2ccccc21 (stereo unspecified) returned mHTT-CaM PPI inh 12 and Pf apPOL block -5.
For COc1ccc(-c2nc3c(c(=O)[nH]2)CCN(C(=O)Nc2ccc4c(c2)CCC4)C3)cc1 the results were mHTT-CaM PPI inh 8 and Pf apPOL block 2.
COc1ccc(C2=COC3(CCCN(C(=O)c4cccc(F)c4)C3)C2)cc1 (stereo unspecified) was read as mHTT-CaM PPI inh -64 and Pf apPOL block -7.
Screening CCOCCn1cnc2sc(C(=O)Nc3c(F)cccc3F)c(C)c2c1=O returned mHTT-CaM PPI inh -8 and Pf apPOL block -1.
CCN(C)c1ccc(/C=C2/C(=O)N(c3ccc(Cl)c(Cl)c3)N=C2C)cc1 was read as mHTT-CaM PPI inh 61* and Pf apPOL block -5.
`Cc1c(Cl)cccc1NC(=O)C(=O)NCCO` gave mHTT-CaM PPI inh -2 and Pf apPOL block -7.
COc1cccc(CC(=O)N2CCc3nc(C)ncc3C2)c1 was read as mHTT-CaM PPI inh 7 and Pf apPOL block 5.
CCCNC(=O)NC1CCN(c2nc3ccccc3n(CC)c2=O)CC1 was read as mHTT-CaM PPI inh -4 and Pf apPOL block -3.
CSc1c(CC(=O)NCCO)n(C)c2ccc(C)cc12 was read as mHTT-CaM PPI inh -1 and Pf apPOL block -12.
O=C(O)C1CCN(S(=O)(=O)c2ccc(F)cc2)CC1 was read as mHTT-CaM PPI inh -2 and Pf apPOL block -1.
CCN1C(=O)CCc2cc(NC(=O)Cc3cccc(OC)c3)ccc21 was read as mHTT-CaM PPI inh -5 and Pf apPOL block -4.
`O=C(NCCCN1CCCC1)c1ccc(Br)cc1` gave mHTT-CaM PPI inh 1 and Pf apPOL block -3.
`COc1cc(OC)c(-n2cc(-c3cc4ccccc4oc3=O)[nH]c2=O)cc1Cl` gave mHTT-CaM PPI inh 0 and Pf apPOL block -1.
c1cnc2ccc(-c3ccc4ncccc4c3)cc2c1 was read as mHTT-CaM PPI inh 0 and Pf apPOL block -5.
Screening Cc1ccc(NC(=O)C(Cc2ccccc2)N2C(=O)c3ccccc3C2=O)cc1[N+](=O)[O-] (stereo unspecified) returned mHTT-CaM PPI inh -4 and Pf apPOL block 0.
For CC1(C)N/C(=C\C(=O)c2ccccc2)N(O)C1(C)C the results were mHTT-CaM PPI inh 0 and Pf apPOL block 0.
`COc1ccc(C(=O)Nc2ccccc2NC(=O)c2ccc(OC)cc2)cc1` gave mHTT-CaM PPI inh 0 and Pf apPOL block 4.
For O=C(NC1CCCC1)C1CCN(Cc2ccccc2Cl)CC1 the results were mHTT-CaM PPI inh -1 and Pf apPOL block -5.
`CC1CCN(C(=O)CSCC(=O)Nc2nc(-c3cccs3)cs2)CC1` gave mHTT-CaM PPI inh 2 and Pf apPOL block -7.
For CC(C)(C)C(=O)OC12C=CC(O1)C1C(=O)N(c3cc(C(F)(F)F)cc(C(F)(F)F)c3)C(=O)C12 (stereo unspecified) the results were Pf apPOL block -13.
For O=c1/c(=C/c2cccc(Br)c2)sc2nnc(-c3ccccc3)n12 the results were mHTT-CaM PPI inh -5 and Pf apPOL block 0.

Grouped by structure, the compounds so far containing a CF3 group.
For CCC1=NN(S(=O)(=O)c2ccccc2)C(O)(C(F)(F)F)C1 (stereo unspecified) the results were mHTT-CaM PPI inh -5 and Pf apPOL block 3.
`CN1OCC(S(=O)(=O)NC(C)(C)C)C1c1cccc(C(F)(F)F)c1` (stereo unspecified) gave mHTT-CaM PPI inh -3 and Pf apPOL block -1.
Screening CCOC(=O)C1CCN(c2ccccc2CN2CCN(c3ncc(C(F)(F)F)cc3Cl)CC2)CC1 returned Pf apPOL block -1.
For CC(C)(C)C(=O)OC12C=CC(O1)C1C(=O)N(c3cc(C(F)(F)F)cc(C(F)(F)F)c3)C(=O)C12 (stereo unspecified) the results were Pf apPOL block -13.

Compounds above containing a COOH group:
Screening C=CC[C@H](N)C(=O)O returned Pf apPOL block 10.
CC(C)CC(NC(=O)/C(=C/c1ccc2c(c1)OCO2)NC(=O)c1ccco1)C(=O)O (stereo unspecified) was read as mHTT-CaM PPI inh -1 and Pf apPOL block 2.
O=C(O)C1CCN(S(=O)(=O)c2ccc(F)cc2)CC1 was read as mHTT-CaM PPI inh -2 and Pf apPOL block -1.

Next section:
`COc1cccc(CNC(=O)C2CCCN(c3nnc4ccc(Cl)cn34)C2)c1OC` (stereo unspecified) gave mHTT-CaM PPI inh 28 and Pf apPOL block 0.
Screening CCOc1ccc2c(c1)nc(C)n2CC returned mHTT-CaM PPI inh -5 and Pf apPOL block -11.
CC1(C)CCC2(C)CCC(C)(C)NC2=N1 (stereo unspecified) was read as mHTT-CaM PPI inh -4.
For COc1ccc(C(C)=O)cc1CSc1nc(NCc2ccco2)c2ccccc2n1 the results were mHTT-CaM PPI inh 30 and Pf apPOL block -3.
For Cc1cc(C)c2cc(C(=O)N3CCc4ccccc4C3)[nH]c2c1 the results were Pf apPOL block -3.
For COc1ccc([N+](=O)[O-])cc1N=Cc1cc([N+](=O)[O-])ccc1O the results were mHTT-CaM PPI inh 7 and Pf apPOL block 1.
Screening COc1cccc(Cn2cnc3c(-c4ccccc4)csc3c2=O)c1 returned mHTT-CaM PPI inh -18 and Pf apPOL block -1.
Screening Cn1nccc1C(=O)N1CCC(c2nncn2Cc2ccccc2)CC1 returned mHTT-CaM PPI inh 0 and Pf apPOL block 4.
`CN(C)CCCNC(=O)C1CCCN(c2nnc3ccc(Cl)cn23)C1` (stereo unspecified) gave mHTT-CaM PPI inh 15 and Pf apPOL block -2.
For Cc1ccc(NS(=O)(=O)c2ccc3[nH]c(=O)c(=O)[nH]c3c2)cc1 the results were mHTT-CaM PPI inh 4 and Pf apPOL block -2.
For CN(C)C(CNC(=O)Nc1ccccc1Cl)c1cn(C)c2ccccc12 (stereo unspecified) the results were mHTT-CaM PPI inh -8 and Pf apPOL block -8.
For COc1cc(C(=O)Nc2ccc(S(=O)(=O)Nc3nccnc3OC)cc2)cc(OC)c1OC the results were mHTT-CaM PPI inh -5 and Pf apPOL block -2.
Screening COC(=O)C1CCN(C(=O)CNC(=O)CC23CC4CC(CC(C4)C2)C3)CC1 returned mHTT-CaM PPI inh 1 and Pf apPOL block -6.
